E-sel TNF inh: TNF alpha driven E-selectin expression inhibition; HUVEC TNFa-induced E-selectin immunofluorescence, high content; AID 1246; 0.71% of 120,000 active; inhibition, % at 2 µM;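 active means inhibition above the batch mean plus 3 SD, and confirmed as a hit on visual image review, cut at about 43% in these data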;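 further: 0% = TNF-stimulated DMSO wells and 100% = unstimulated control wells; not every result past the cut was called active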
HCT116 bCat-KO: beta-catenin-lacking colon tumor cell growth suppression. viability, % at 10 µM. 1.5% of 140,000 active. HCT116 beta-catenin knockout viability, CellTiter-Glo, 60 h; hits give low values;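 active means viability at or under a set limit, the compound median less 4 SD, cut at about 6% in these data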;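 further: 0% = Hyamine 1622 control at 20 µM and 100% = untreated cell control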
PTEN del growth: suppresses growth of cells with PTEN deletion | HCT116 PTEN-null viability, CellTiter-Glo, 60 h; hits give low values | viability, % at 10 µM | 1.2% of 140,000 active | AID 827;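 active means viability at or below a set limit, 4 SD under the median of all tested compounds, cut at about 3.7% in these data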;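 further: PTEN knockout HCT116 line with beta catenin targeted HCT116 as companion control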
GALR2 blocker: antagonists of human galanin receptor 2 (GALR2). inhibition, % at 4 µM. GALR2-expressing cells, antagonist mode. 0.39% of 140,000 active. O43603; in the data active means inhibition above about 27%;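 further: cells stimulated with galanin 1-16 at roughly its EC80; 0% = agonist challenge control and 100% = basal control without agonist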
Target sequence (O43603 whole entry, looked up): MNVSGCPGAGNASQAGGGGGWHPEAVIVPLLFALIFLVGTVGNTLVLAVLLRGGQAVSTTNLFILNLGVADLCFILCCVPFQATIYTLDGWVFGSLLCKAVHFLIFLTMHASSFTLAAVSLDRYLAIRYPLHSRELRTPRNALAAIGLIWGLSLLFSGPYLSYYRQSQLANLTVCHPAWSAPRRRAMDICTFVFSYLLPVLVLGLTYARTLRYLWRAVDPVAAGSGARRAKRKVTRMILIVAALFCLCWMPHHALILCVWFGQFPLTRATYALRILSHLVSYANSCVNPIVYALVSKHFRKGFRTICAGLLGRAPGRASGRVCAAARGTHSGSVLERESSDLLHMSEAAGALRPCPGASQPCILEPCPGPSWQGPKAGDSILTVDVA
Yeast lifespan up: yeast lifespan extension; S. cerevisiae growth with nicotinamide, OD615; deaD strain in restrictive glucose medium; 0.68% of 130,000 active; inhibition of the nicotinamide effect, % at 10 µM;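 active means inhibition above a set limit, placed 3 SD over the median of all compounds, cut at about 26% in these data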;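 further: 0% = nicotinamide-treated wells and 100% = cells grown without nicotinamide; some compounds called inactive have numbers as strong as hits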
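System: Modified budding yeast, DeaD strain | Buffer or medium: Restrictive glucose medium | Also added: 1.5 mM nicotinamide | Doses: 10 µM single point, 0.25% DMSO | Schedule: 48 h compound exposure at 30 °C, humidified | Detection: Absorbance at 615 nm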
MRP-1 activ: activators of MRP-1; 0.61% of 140,000 active; H69AR cells + doxorubicin, viability rescue, CellTiter-Glo; viability increase, % at 10 µM;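 active means viability gain under doxorubicin at or above a set limit, the compound median plus 3 SD, cut at about 4.7% in these data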;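 further: MRP-1 overexpressing cells given doxorubicin 25 µM after compound pretreatment; 18-22 h compound pretreatment then 72 h with doxorubicin before readout; 0% = doxorubicin-only wells and 100% = vehicle-treated cells without doxorubicin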
Phagocytosis inh: inhibitors of macrophage phagocytosis | J774A.1 macrophage IgG-bead phagocytosis, imaging | inhibition, % at 5 µM | 0.07% of 110,000 active;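 active means inhibition above the mean of the plate negative controls plus 5 SD, cut at about 13% in these data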;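 further: phagocytic index as fraction of beads internalized from green versus red external bead signal; plate controls were DMSO negative control for no effect and cytochalasin-D positive control for full effect; some results beyond the cut were filed as inactive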
Yeast growth inh: reduces growth of yeast BB579 in restrictive medium; S. cerevisiae BB579 growth, OD615, 48 h; inhibition, % at 10 µM; 0.51% of 140,000 active;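 active means inhibition above a set limit, 3 SD over the mean compound inhibition, cut at about 44% in these data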; further: inactives centre near -24
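test system = yeast BB579 (DeaD) | buffer or medium = restrictive CSMM-D medium | doses = single compound dose of 10 µM, 0.25% DMSO final | times = 4 h preincubation and 48 h exposure at 30 °C | technique = culture absorbance at 615 nm | benchmarks = amphotericin B 10 µg/mL, positive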
Measles CPE: protection of cells from measles virus | 1.5% of 140,000 active | Measles virus-infected cells, CPE protection, absorbance | AID 841 | protection (pct of control), % at 4 µM; in the data active means protection mostly above about 24%, no sharp cut-off; inactive means mostly below about 26%; further: some compounds called inactive have numbers as strong as hits
NPY-Y2 antag: antagonists of human neuropeptide Y receptor Y2; P49146; inhibition, % at 2.7 µM; NPY-Y2 expressing cells, antagonist mode; 0.99% of 140,000 active; in the data active means inhibition above about 17%;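 further: 0% = vehicle with agonist challenge and 100% = reference antagonist with challenge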
Target sequence (P49146 whole entry, looked up): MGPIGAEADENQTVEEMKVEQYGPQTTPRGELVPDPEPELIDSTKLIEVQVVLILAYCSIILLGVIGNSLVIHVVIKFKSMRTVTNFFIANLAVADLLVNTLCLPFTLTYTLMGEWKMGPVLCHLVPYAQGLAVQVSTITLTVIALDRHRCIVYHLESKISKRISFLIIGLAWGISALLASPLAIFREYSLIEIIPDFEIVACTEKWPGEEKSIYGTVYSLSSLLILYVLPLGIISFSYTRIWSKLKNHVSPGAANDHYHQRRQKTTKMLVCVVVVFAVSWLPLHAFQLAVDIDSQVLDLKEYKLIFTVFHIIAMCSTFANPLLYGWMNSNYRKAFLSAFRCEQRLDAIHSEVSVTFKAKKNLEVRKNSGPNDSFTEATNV
* = called active by the depositor; · = no result given.

Start of the data: the first 2 entries, to show the layout:
SMILES	E-sel TNF inh	HCT116 bCat-KO	PTEN del growth	GALR2 blocker	Yeast lifespan up	MRP-1 activ	Phagocytosis inh	Yeast growth inh	Measles CPE	NPY-Y2 antag
CC(C)(C)C(=O)NC(NC(=S)Nc1ccc(S(N)(=O)=O)cc1)C(Cl)(Cl)Cl (stereo not given)	10	89	100	-4	-2	-3.0	-10	-4	6	3
Cn1cnnc1Sc1ccc(C(=O)NCCC(c2ccccc2)c2ccccc2)cc1[N+](=O)[O-]	·	56	61	6	4	-2.1	-1	-42	11	0

This part in full, previewed entries included:
SMILES	E-sel TNF inh	HCT116 bCat-KO	PTEN del growth	GALR2 blocker	Yeast lifespan up	MRP-1 activ	Phagocytosis inh	Yeast growth inh	Measles CPE	NPY-Y2 antag
CC(C)(C)C(=O)NC(NC(=S)Nc1ccc(S(N)(=O)=O)cc1)C(Cl)(Cl)Cl (stereo not given)	10	89	100	-4	-2	-3.0	-10	-4	6	3
Cn1cnnc1Sc1ccc(C(=O)NCCC(c2ccccc2)c2ccccc2)cc1[N+](=O)[O-]	·	56	61	6	4	-2.1	-1	-42	11	0
O=C(Cc1ccc2c(c1)CCCC2)Nc1ccc2ccccc2c1	·	87	78	14	2	-2.1	-1	-20	16	18*
CNNC(=O)C(C)NC(=O)c1ccc(Br)cc1 (stereo not given)	20	107	102	-7	-16	-2.6	0	-15	10	4
C=CCN1C(=O)c2ccccc2Sc2ccc(C(=O)N3CCN(C)CC3)cc21	1	84	87	-2	-15	-2.8	4	-25	7	2
O=C(Nc1ccc(N2CCOCC2)cc1)c1cccc(S(=O)(=O)N2CCCC2)c1	-3	89	89	14	1	-2.2	-2	-30	13	0
CCc1nc2ccc(C(=O)Nc3ccc(NC(C)=O)cc3)cc2nc1CC	·	84	84	-6	-2	0.1	-4	-27	·	5
CCn1c(SCC(=O)Nc2nccs2)nnc1-c1ccc(S(=O)(=O)N2CCCCC2)cc1	·	83	78	-6	-9	-2.3	-3	-44	5	1
O=C1N=c2ccccc2=C1c1[nH]c(=S)[nH]c1O	·	90	93	-4	-5	-3.4	-1	-12	6	-1
O=C(NCC1CCCO1)NC12CC3CC(CC(C3)C1)C2 (stereo not given)	·	98	105	9	-6	0.2	0	-31	12	2
O=C(OCc1cc(Cl)ccc1OC(F)F)c1cc(S(=O)(=O)O)ccc1O	5	86	96	4	-14	-0.6	-1	-39	3	3
Cc1ccc(NC(=O)c2ccc(-n3cccn3)c([N+](=O)[O-])c2)cc1	4	70	76	9	-15	-0.5	·	-51	19	1
Cc1ccc(Cl)cc1NC(=O)Cn1cc(C(F)(F)F)cc(Cl)c1=O	·	83	81	12	7	-0.9	-10	-27	16	4
Cc1ccc(S(=O)(=O)N2CCCC2C(=O)Nc2ccc(O)cc2)cc1 (stereo not given)	-15	95	102	7	-1	-2.2	0	5	15	3
Cc1csc(NC(=O)C(Cc2ccccc2)n2cccc2)n1 (stereo not given)	·	66	77	5	0	-2.9	0	-15	2	3
O=C(Cn1nnc(-c2ccccc2)n1)N/N=C/c1cc([N+](=O)[O-])ccc1O	-12	9	5	-9	8	3.5	-9	-55	3	0
COc1cccc(C(=O)Nc2cccc(C(=O)N3CCOCC3)c2)c1	34	95	99	-3	1	-0.1	·	-55	16	0
CCn1cc(C2C3=C(CC(C)(C)CC3=O)N(c3ccccc3)C3=C2C(=O)CC(C)(C)C3)c(C)n1	·	92	97	-3	-2	-3.1	-6	-7	33	2
CCOC(=O)CSc1ccc2nnc(-c3cccnc3)n2n1	·	93	101	7	-7	-1.4	-1	-20	6	-1
CCn1c(C(=O)NCc2ccccn2)cc2sccc21	-40	103	97	14	-12	-1.4	-1	-48	5	1
CC(C)(C)c1ccc(-c2noc(CCC(N)=O)n2)cc1	0	92	108	-5	-10	-0.6	2	-9	21	0
COc1ccc(NC(=O)/C(C#N)=C/c2c(C)nn(-c3ccc(F)cc3)c2Cl)cc1OC	2	77	80	1	0	-4.1	3	-48	3	3
Cc1cc(NC(=O)C2CCCC2)nc2c1c(=O)oc1ccccc12	23	82	77	-3	-5	-4.2	-1	-41	25	5
CCN(C(=S)NC(=O)CCc1ccccc1)c1ccccc1	-6	96	95	-9	-2	-1.2	-4	-10	4	4
CC(C(=O)O)c1n[nH]c(=O)c2ccccc12 (stereo not given)	·	94	104	-14	0	0.0	-1	-15	8	1
CCOC(=O)c1cccc(NC(=O)CCS(=O)(=O)c2ccc(Br)s2)c1	28	73	75	-7	-21	-2.3	0	-33	8	1
CCOC(=O)c1c(N=CN(C)C)c(C#N)c2n1CCCC2	2	82	85	5	·	-2.3	·	13	9	4
O=C(c1ccccc1)[C@@H]1[C@@H](C(=O)c2ccc(F)cc2)[C@@]2(C(=O)Nc3ccccc32)[C@H]2c3ccccc3C=CN12	·	86	76	5	9	-2.6	-1	-26	6	1
CCc1ccc(NC(=S)N(CCN2CCCCC2)Cc2ccco2)cc1	29	80	83	-3	-3	-2.9	9	6	23	2
CC(C)c1ccc(NC(=O)COC(=O)C2=COCCO2)cc1	·	96	98	10	-6	-1.2	1	-41	8	1
COc1ccc2c(c1)C(NC(C)=O)C(=O)N2C (stereo not given)	-15	109	104	-14	-7	-0.7	0	-34	43	0
O=C(c1ccc([N+](=O)[O-])cc1)N(Cc1ccc(Cl)cc1)N1C(=O)CCCC1=O	22	98	110	-18	-5	-1.0	0	-66	10	11
COc1ccc(CN(C(=S)Nc2ccccc2)C2CC(=O)N(c3ccc(F)cc3)C2=O)cc1 (stereo not given)	-23	78	81	1	-20	-2.2	0	-14	20	-3
COc1cc(C2C(C#N)=C(N)N(c3cccnc3)C3=C2C(=O)CCC3)ccc1O (stereo not given)	-27	101	100	2	-15	-0.2	-1	1	4	1
Cc1nn(-c2ccccc2)c2sc(C(=O)NNC(=O)COc3cccc4ccccc34)cc12	8	69	17	-6	-18	-7.0	·	-33	11	-1
O=S(=O)(N/N=C\c1ccc2c(c1)OCO2)c1ccc(Cl)cc1	-42	96	89	0	5	-0.8	-2	-33	2	5
CCOc1ccc(NC(=O)c2cccc3c2C(=O)N(Cc2cccnc2)C3)cc1	·	89	82	3	-28	1.4	0	14	15	0
Cc1ccc(OCC(=O)N/N=C/c2ccco2)cc1	-7	90	89	-5	-12	-1.4	·	-4	16	7
Cc1ccc(S(=O)(=O)c2c(C)nn(-c3ccccc3)c2OC(=O)c2ccco2)cc1	8	88	91	-3	21	0.8	·	-33	31	6
COc1ccc(CN(C(=O)CSc2nnc(-c3c[nH]c4ccccc34)o2)c2ccc(F)cc2)cc1OC	8	6	5	5	·	-6.5	·	-33	4	3
COc1ccc(C2C(C#N)=C(SCC(=O)Nc3ccc(C)cc3)NC3=C2C(=O)CC(C)(C)C3)cc1 (stereo not given)	66*	79	69	6	-6	-6.0	-3	-14	6	-1
Cc1cccn2cc(CNC(=O)c3ccco3)nc12	-15	85	91	1	-20	-2.3	-4	-10	5	1
CCOC(=O)C1=C(C)N(CCO)C(=O)NC1c1ccccc1 (stereo not given)	-32	92	92	10	-7	0.2	0	-32	10	1
NS(=O)(=O)c1ccc(CCNC(=O)CN2CCN(c3ccccc3F)CC2)cc1	·	93	93	8	4	0.4	·	-31	10	-1
Clc1cccc(C[n+]2cc(-c3ccccc3)n3c2CCC3)c1	-18	69	70	-4	-6	-1.6	·	-6	18	5
C=CCON1C(=O)c2ccccc2C1=O	-12	84	87	-9	-6	-0.4	0	-22	35	-1
CCOC(=O)c1sc(Nc2ccccc2)nc1C	5	96	92	-7	-6	-0.3	-1	-18	7	5
COc1ccccc1NC(=O)c1ccc(COc2ccc3c(c2)CCC3)cc1	3	95	95	1	9	1.0	-1	-42	32	22*
O=C1CC(NCc2ccc3c(c2)OCO3)C(=O)N1Cc1ccc2c(c1)OCO2 (stereo not given)	·	97	93	3	3	-2.5	-1	-7	3	5
COc1ccccc1/C=C/C(=C1/C(=O)N(c2ccccc2)N=C1C)c1ccc(C)cc1	-26	56	57	5	-1	0.1	-6	-76	19	0

(further entries)
SMILES	E-sel TNF inh	HCT116 bCat-KO	PTEN del growth	GALR2 blocker	Yeast lifespan up	MRP-1 activ	Phagocytosis inh	Yeast growth inh	Measles CPE	NPY-Y2 antag
CCOc1ccccc1-c1nc(C(N)=O)c2[nH]c(=O)n(-c3ccc(F)cc3)c2n1	3	92	82	7	-4	-3.9	0	-39	8	2
O=C(c1cc2ccccc2oc1=O)N(Cc1cccs1)Cc1cccs1	-7	94	109	1	·	-1.9	·	-55	6	0
COc1ccc(C(=O)/C=C/c2cccs2)c(OC(=O)c2cccc([N+](=O)[O-])c2)c1	8	31	30	-8	-10	-2.6	0	-71	7	2
O=C(c1ccc(Cl)cc1)C1CCN(C(=O)N2CCOCC2)CC1	20	86	95	2	-25	-2.7	0	-13	9	4
COc1cc(OC)c(C(=O)CCCN2CCCC2)c(OC)c1	·	93	93	5	3	-0.5	·	-12	24	-1
C=C(C)CN=C1SC(C(=O)Nc2sc3c(c2C(=O)OC)CCC3)C(N)=C1C(N)=O (stereo not given)	·	72	46	-8	-6	-2.9	2	-9	29	-2
CCCCCOc1ccccc1C(=O)NCCC(=O)O	-12	107	100	14	8	-1.4	·	25	6	2
C=CCNC(=O)C1CC(=O)N(c2ccc(OCC(=O)Nc3ccc(OC)cc3)cc2)C1 (stereo not given)	-22	92	94	-2	-23	-3.1	2	-27	4	2
COc1ccc(/C=C2\SC(=NCc3ccccc3)N(Cc3ccccc3)C2=O)cc1OC	-34	78	75	-3	26	0.5	-1	-13	2	1
CC12CCC(C(=O)N(CSC(=S)N/N=C\c3ccccc3Cl)C1=O)C2(C)C (stereo not given)	23	101	104	11	·	3.8	·	-27	24	2
Cc1cc(C)cc(NS(=O)(=O)c2ccc(NC(=S)Nc3ccccc3)cc2)c1	·	87	93	11	1	-4.0	·	-26	4	0
CCOC(=O)Nc1ccc2ncn(C)c(=O)c2c1	2	83	100	6	-11	-4.5	1	-21	22	5
C=CCn1c2ccccc2c2nnc(SCc3ccc4nonc4c3)nc21	2	62	56	-3	-5	-0.4	0	-70	5	1
COc1ccc(OC)c(NS(=O)(=O)c2ccc(NC(=O)C3COc4ccccc4O3)cc2)c1 (stereo not given)	5	76	63	2	-8	-1.9	·	-51	6	-4
Cc1cc(=O)oc2ccc(OC(=O)c3cccc(S(=O)(=O)N4CCOCC4)c3)cc12	14	83	85	-6	-10	-1.5	-6	-49	6	1
O=S(=O)(NC1CCCc2ccccc21)c1cnc[nH]1 (stereo not given)	-61	92	106	12	-5	-1.2	-2	-16	5	1
O=C(CNC(=O)Cc1ccccc1)N=Nc1c(O)n(Cc2ccc3c(c2)OCO3)c2ccccc12	·	81	77	-9	5	-4.2	-8	-5	19	6
COc1ccc(C2=CC(c3ccc(Cl)cc3)n3cnnc3N2)cc1OC (stereo not given)	9	78	63	38*	-32	-2.3	2	-21	3	10
O=S(=O)(c1ccc2c(c1)OCCO2)N1CCC(n2cnc3cc(F)ccc32)CC1	·	80	79	-11	-11	-1.1	-1	-26	8	2
COCCNC(=O)CC(NS(=O)(=O)c1ccc(C)cc1)c1ccco1 (stereo not given)	0	80	80	14	-12	-2.2	-2	-24	5	1
CCC(C)(C)NC(=O)C(c1cccnc1)N(CCOC)C(=O)Cn1nnc2ccccc21 (stereo not given)	14	88	92	-11	-20	-3.4	0	-18	5	0
